# Source: PubChem BioAssay (Broad Institute)
# INS-1E GSIS act: GLuc luminescence reporter in INS-1E cells, primary screen for activators of glucose-dependent secretion of insulin; INS-1E GLuc reporter insulin secretion, 2-3 h; activation, % at 16.6 µM; 0.61% of 370,000 active; AID 743287, 2014;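 active = lowest replicate activation of at least 40%, so every replicate reaches that level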;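 also: 0% = median of neutral control wells and 100% = median of IBMX positive control wells; some compounds called inactive have numbers as strong as hits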
# RAD54 inh: inhibitors of human RAD54 branch migration, primary screen, biochemical, fluorescence, single point | inhibition, % at 10.4 µM | 0.14% of 360,000 active | RAD54 Holliday junction branch migration, FAM/BHQ fluorescence | AID 602329, 2012;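 active = mean normalized replicate activity at least 40 and at least half of replicates scoring 40 or more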;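 also: 0% = median of neutral control wells and 100% = median of positive control wells; inhibitors cause a drop in the FAM fluorescence signal; in these data hits start at about 50%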
# Target sequence (Q92698 whole entry, looked up): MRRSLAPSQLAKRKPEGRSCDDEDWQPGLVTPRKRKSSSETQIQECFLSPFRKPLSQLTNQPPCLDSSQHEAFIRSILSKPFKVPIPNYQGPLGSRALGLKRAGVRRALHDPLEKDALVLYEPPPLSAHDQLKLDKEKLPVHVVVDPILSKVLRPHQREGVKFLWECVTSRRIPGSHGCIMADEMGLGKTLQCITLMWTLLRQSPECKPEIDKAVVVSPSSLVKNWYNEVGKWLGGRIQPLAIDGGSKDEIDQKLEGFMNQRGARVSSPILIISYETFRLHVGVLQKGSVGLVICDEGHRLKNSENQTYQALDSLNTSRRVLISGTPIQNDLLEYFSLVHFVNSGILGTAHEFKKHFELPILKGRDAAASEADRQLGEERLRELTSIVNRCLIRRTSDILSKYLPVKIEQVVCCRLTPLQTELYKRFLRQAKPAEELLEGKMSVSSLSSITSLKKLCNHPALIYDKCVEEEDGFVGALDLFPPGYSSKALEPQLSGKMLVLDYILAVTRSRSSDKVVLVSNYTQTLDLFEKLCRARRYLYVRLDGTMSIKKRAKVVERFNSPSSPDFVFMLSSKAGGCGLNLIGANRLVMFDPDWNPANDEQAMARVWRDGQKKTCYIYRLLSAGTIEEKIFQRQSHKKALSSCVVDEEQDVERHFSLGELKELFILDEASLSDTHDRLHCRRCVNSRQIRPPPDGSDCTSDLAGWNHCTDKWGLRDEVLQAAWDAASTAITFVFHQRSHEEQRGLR
# * = called active by the depositor; & = joins results of further samples. An excerpt; the hit share may differ from the screen's.
SMILES,INS-1E GSIS act,RAD54 inh
CCOC(=O)C(CC)n1cnc2c(oc3ccccc32)c1=O (configuration not stated),-1,-8
O=C(Nc1ccnc(-c2cccnc2)n1)c1ccc(Cl)c(Cl)c1,10,9
COc1ccc(NC(=O)Cn2nc3n(c2=S)CCC3)cc1,-2,-13
O=C(CCNC(=O)Cn1ccc2ccccc2c1=O)NCCN1CCN(c2cccc(Cl)c2)CC1,-5,-13
O=C1c2ccccc2C(=O)N1CCCc1nc2ccccc2c(=O)n1Cc1ccco1,-10,-11
O=C1NCC(c2ccccc2)C1C(=O)N/N=C\c1ccc(-c2cccc(Cl)c2Cl)o1 (configuration not stated),-45,-7
O=S(=O)(c1cccc2nsnc12)N1CCN(c2ncccn2)CC1,8,-1
O=C(Cn1nc(-c2ccccc2)c2ccccc2c1=O)NCCN1CCOCC1,5,-5
COC(=O)C(C)Sc1snnc1-c1ccccc1 (configuration not stated),20,-9
Cc1ccc(-c2nnc(SCc3ccc(C#N)cc3)n2Cc2ccco2)cc1,-35,3

# Part of the list above, with bars between the fields.
Compound | INS-1E GSIS act | RAD54 inh
O=C1NCC(c2ccccc2)C1C(=O)N/N=C\c1ccc(-c2cccc(Cl)c2Cl)o1 (configuration not stated) | -45 | -7
O=C(Cn1nc(-c2ccccc2)c2ccccc2c1=O)NCCN1CCOCC1 | 5 | -5
O=S(=O)(c1cccc2nsnc12)N1CCN(c2ncccn2)CC1 | 8 | -1

# Continued:
SMILES,INS-1E GSIS act,RAD54 inh
COc1cc(CNC2CCCCCC2)cc(OC)c1,8,-6
CC(C)=CC(=O)NCc1c(Cl)cccc1-n1cccc1,24,7
Cc1ccc(C(=O)CCC(=O)CCC(=O)O)cc1,6,-17
C/C(Cl)=C\Cn1c(N2CCCC2)nc2c1c(=O)[nH]c(=O)n2C,49*,-4
Cc1nn2c(-n3ccnc3C)c3c(nc2c1-c1ccccc1)CCC3,1,1
Cc1cc(C)n2nc(C(=O)Oc3ccc4c(c3)OCO4)nc2n1,4,-11
Clc1ccc(-c2nc(Cc3ccccc3Cl)no2)cc1,-9,-7
CS(=O)(=O)N(CC(=O)O)c1ccc(Oc2ccccc2)cc1,9,-3
Cc1nn(CCc2n[nH]c(=S)n2C)c(C)c1Br,28,2
COC(=O)C(C(=O)Nc1cc(C)on1)C1CCCCCC1 (configuration not stated),19,-6
Cc1ccc(OCCN2C(=O)c3ccccc3C2=O)cc1,6,0
COc1ccc(NC(=O)[C@H](COCc2ccccc2)NC(=O)OC(C)(C)C)cc1,-19,4
O=C(Cc1ccccc1)NC(=S)Nc1ccc2oc(-c3ccccc3F)nc2c1,-2,8
Cc1cc(C)nc(SCc2csc(N)n2)n1,-7,-2
Clc1c(CSc2nc3ccccc3o2)nc2sccn12,1,4
Cc1ccc(OCCNC(=O)/C=C/c2ccc([N+](=O)[O-])cc2)cc1C,25,-3
COc1ccccc1Nc1nc(C)cs1,2,7&1
Nc1cc(=O)[nH]c(SCc2ccc(Cl)cc2)n1,24,3
O=[N+]([O-])c1ccc(S(=O)(=O)CC2CSc3nc4ccccc4n32)cc1 (configuration not stated),-4,1
COc1ccc(N2CCN(C(=O)C3CCCO3)CC2)cc1 (configuration not stated),7,-8
CCCCN(CCCC)Cc1ccc(N)cc1,-1,0
CCOc1ccc2[nH]c(=O)c(CN(CCO)C(=O)c3ccc(OC)c(OC)c3)cc2c1,8,-5
COc1ccc(S(=O)(=O)N2Cc3ccccc3CC2C(=O)Nc2nccs2)cc1 (configuration not stated),-9,-8
COc1ccc(-n2c(C)nc3cc(C(=O)N4CCOCC4)ccc32)cc1,4,-3
COC(=O)c1ccccc1NC(=O)c1cc(OC)cc(OC)c1,-8,-5
COc1ccc(C(=O)NN(c2ccccc2)c2ccccc2)cc1,1,2
Cc1ccc(-c2noc(C3CCN(C(=O)Nc4ccc(C#N)cc4)CC3)n2)o1,-17,-7
CN(CP(=O)(O)CCc1ccccc1)S(C)(=O)=O,10,2
CCN(CC)S(=O)(=O)c1cc(NC(=O)CSc2nc3c(cc2C#N)C(=O)CC(C)(C)C3)ccc1C,-25,5
CCCCC(C(=O)NCCC(C)C)N(CCCN1CCOCC1)C(=O)c1snc(C(N)=O)c1N (configuration not stated),54*,5
COc1ccc(S(=O)(=O)NCCSc2ccccc2)cc1OC,10,8
Cc1noc2c1C(c1ccc(N(C)C)cc1)C1=C(CC(C)(C)CC1=O)N2 (configuration not stated),13,-5
O=c1c2c3n(c(=S)nc2[nH]n1-c1ccccc1)CCCCC3,17,5
CCSc1nnc(-c2cnn(-c3ccccc3)c2-n2cccc2)n1C,0,9
CC(=O)c1cccc(NC(=O)CC2SC(N3CCCCC3)=NC2=O)c1 (configuration not stated),-4,12
COc1ccc(NC(=O)c2cccnc2Nc2ccccc2)cc1,-9,2
O=C1CCCc2nn(-c3ccccc3)nc21,23,0
O=C1CCCN1CCCNc1ncnc2c1[nH]c1ccccc12,9,-4
Cc1cccc(N(C(=O)CNC(=O)c2cccs2)C(C(=O)NC2CCCC2)c2cccnc2)c1 (configuration not stated),-13,-5
Cc1nnc(NC(=O)Oc2ccccc2)s1,28,3
N#CCCN1CCN(S(=O)(=O)c2ccc(C#N)cc2)CC1,0,5
O=c1[nH]c(NCCO)nc2c1C1(CCCC1)Cc1ccccc1-2,4,1
Cc1ccc2cc3c(nc2c1)N(Cc1ccco1)CC3,7,-2
Cc1cccc2sc(NC(=O)C3CCCN(S(=O)(=O)c4cccc5nonc45)C3)nc12 (configuration not stated),-17,-7
COC(=O)c1cc(NCc2c(F)cccc2Cl)ccc1N1CCOCC1,2,1
COc1ccc(CNc2n[nH]c(NCc3ccc(OC)c(OC)c3)n2)cc1OC,21,1
CCCCN(C(=O)Nc1ccc(Cl)cc1)C1CCN(C(C)=O)CC1,-8,-1
COc1ccc(C(=O)c2ccccc2Cl)cc1,16,-4
O=C(CCN1C(=O)c2ccccc2C1=O)Nc1ccc(-c2cn3ccsc3n2)cc1,30,13
O=C(CN1CCCCCC1)Nc1ccccc1F,3,6
# More structures follow:
SMILES,INS-1E GSIS act,RAD54 inh
Cc1cc(NC(=O)c2ccc(NC(=O)c3cccs3)cc2)no1,2,-5
O=C(CCCl)Nc1cc(SCCO)cc([N+](=O)[O-])c1,3,-12
O=C(COc1ccc2ccccc2c1Br)Nn1cnnc1,17,-1
CCCc1nnc(NC(=O)c2cc3ccccc3oc2=O)s1,-11,2
COC(=O)c1[nH]c2ccccc2c1NC(=O)CN1CCN(c2cccc(OC)c2)C(C)C1 (configuration not stated),-13,-1
COc1ccc(CNCCC(c2ccc(OC(C)C)cc2)C(C)C)cc1OC (configuration not stated),-20,-2
O=C(Nc1ccc(SC(F)F)cc1)c1cccc2nc3ccccc3nc12,82*,1
CC1CCCCC1NC(=O)COC(=O)c1ccccn1 (configuration not stated),-6,0
COCC(=O)Nc1c(C(=O)Nc2ccccc2OC)oc2ccccc12,24,7
COc1ccc(-c2noc(CCC(=O)N3CCN(Cc4ccccc4)CC3)n2)cc1,-16,-3

# Arranged by SMILES length (ascending): part of the list above
SMILES,INS-1E GSIS act,RAD54 inh
Cc1nn(CCc2n[nH]c(=S)n2C)c(C)c1Br,28,2
Clc1ccc(-c2nc(Cc3ccccc3Cl)no2)cc1,-9,-7
COc1ccc(NC(=O)Cn2nc3n(c2=S)CCC3)cc1,-2,-13
COCC(=O)Nc1c(C(=O)Nc2ccccc2OC)oc2ccccc12,24,7
Cc1cccc(N(C(=O)CNC(=O)c2cccs2)C(C(=O)NC2CCCC2)c2cccnc2)c1 (configuration not stated),-13,-5

# Continued.
SMILES,INS-1E GSIS act,RAD54 inh
COCCCNC(=O)CC(NS(=O)(=O)c1ccc(Cl)cc1)c1ccco1 (configuration not stated),1,6
CCOC1(OCC)C(c2ccc(Cl)cc2)C(C#N)(C#N)C1(OCC)OCC (configuration not stated),-17,-2
O=C(Nc1ccccc1)N1CCC(c2nc(-c3ccc(S(=O)(=O)N4CCOCC4)cc3)no2)CC1,-19,4
Cc1ccc(CNC2=NCCCCC2)n1C,-1,-5
FC(F)(F)c1cc(-c2ccco2)nc(-n2nc(C(F)(F)F)cc2C2CC2)n1,-8,20
CC(=O)Cc1nsc(NC(=O)c2ccc(COc3ccc(C)cc3)o2)n1,2,-10
CCN1/C(=C/c2ccc3cccc(C)c3[n+]2CC)Sc2ccccc21,-34,-492
COc1cc2c(cc1NC(=O)CSCC(=O)O)oc1ccccc12,18,4
O=c1c(-c2ccccc2)coc2c(CN3CCCC3)c(O)ccc12,2,-7
COCCN(C(=O)CCC(=O)Nc1ccccn1)C(C(=O)NC1CCCC1)c1ccc(OC)cc1 (configuration not stated),4,6
Cc1ccc(CC2CC(=O)N(c3ccncc3)C2=O)cc1 (configuration not stated),15,10
CCOCC(=O)Nc1cccc(NC(C)=O)c1,1,-5
COc1ccccc1S(=O)(=O)Nc1cccc(-c2nnc3n2CCCCC3)c1,4,-4
C=CCN1C(=O)/C(=C\c2ccc(Cl)cc2)N=C1SCC(=O)NCCC,-4,1
CCC(C)NC(=O)c1ccc(CS(=O)(=O)Cc2ccc(Cl)cc2)o1 (configuration not stated),-3,-7
CCN(CC)C(=O)c1cc2c(=O)n3cccc(C)c3nc2n1C,-3,-13
CC(C)OC(=O)C(CC(=O)O)NCc1ccccc1 (configuration not stated),7,-11
COc1cccc2c(=O)cc(C)n(CC(=O)Nc3ccccc3C)c12,5,11
N/C(=N\OC(=O)c1ccco1)c1cccc(Br)c1,10,10
Cc1n[nH]c(C)c1S(=O)(=O)N1CCN(C2CCCCC2)CC1,-17,-4
CCOc1ccc(N(CC(=O)O)S(=O)(=O)c2ccc(F)cc2)cc1,-1,-1
CCCOC(=O)c1c(NC(=O)/C=C/c2cnn(C)c2C)sc(C(=O)OCC)c1C,26,-8
CCC(=O)Nc1nnc(SCc2ccc(F)cc2)s1,-4,3
CCC(C)(C)n1nnnc1C(c1cc2ccc(OC)cc2[nH]c1=O)N1CCc2ccccc2C1 (configuration not stated),-23,-12
[N-]=[N+]=CC(=O)c1ccnc(C(=O)C=[N+]=[N-])c1,1,-5
CCOC(=O)CSc1nnc2cc(C)c3ccccc3n12,17,2
Nc1nc(-c2cccnc2)nc(N2CCCCC2)n1,40,8
O=C(CNc1cccc(Cl)c1)c1ccc(Cl)cc1,-16,-6
COc1cc2c(cc1OC)CN(C(=O)CCCOc1ccc(Cl)cc1Cl)CC2,-20,-10
CCn1c(=N)n(CC(=O)OC)c2ccccc21,30,-4
N#Cc1ccccc1S(=O)(=O)N1CCN(c2ccc(S(=O)(=O)N3CCOCC3)cn2)CC1,-9,-1
Cc1cc(=O)n2[nH]c(-c3ccco3)nc2n1,21,-4
CCSc1ccccc1C(=O)N1CCN(c2ccccc2F)CC1,-2,-1
COc1ccc(NC(=O)c2oc3ccccc3c2NC(=O)C2CC2)cc1,-9,-2
Cc1cccc(-c2c3c(=O)n(C)c(=O)n(C)c3c3nnc4ccccc4n23)c1,-8,2
Cc1sc(NC(=O)C2C3CCC(O3)C2C(=O)O)c(C(=O)OC(C)C)c1-c1ccc(Cl)cc1 (configuration not stated),-5,2
CSCCC(NC(N)=O)C(=O)N(C)CC(=O)Nc1ccc(C)cc1 (configuration not stated),3,-1
CCOC(=O)c1cnc2ccc(OCC)cc2c1N1CCN(c2ccccc2)CC1,71*,2
CC1(C)C2CCC1(C)C(NC(=O)CCN1CCCCC1)C2 (configuration not stated),-1,-6
COCCCNC(=O)c1c(-c2ccccc2)noc1C,13,0
Cc1nc(N2N=C3/C(=C/c4ccc(F)cc4)CCCC3C2c2ccc(F)cc2)sc1C(=O)N(C)C (configuration not stated),-26,-6
COc1ccc(CC(=O)Nc2sc(Cc3ccccc3)c(C)c2C(N)=O)cc1,11,-5
CN(C)C=C1C(=O)c2ccccc2C1=O,10,8
C/C(N)=C(/C#N)C(=O)CSc1nc2ccc(C)cc2[nH]1,-2,-4
CC(C)NC(=O)CSc1ccccc1C(=O)NCc1ccc2c(c1)OCO2,0,1
O=C(OCn1nnc2ccccc2c1=O)c1cccnc1Cl,-1,4
CCCc1cc2c(=O)c(-c3ccc4c(c3)OCCO4)coc2cc1OC(=O)c1ccco1,-4,-10
COCc1nc(-c2ccc(-c3ccc(C)cc3)nc2OC)no1,-8,1
O=C(CSc1nnc(Cn2c(=O)sc3ccccc32)n1CCc1ccccc1)N1CCOCC1,-2,-4
O=C(Nc1ccc2c(c1)nc1n2CCSC1)c1ccco1,-2,-12

# Structural class: the compounds so far containing bromine (3)
SMILES,INS-1E GSIS act,RAD54 inh
Cc1nn(CCc2n[nH]c(=S)n2C)c(C)c1Br,28,2
O=C(COc1ccc2ccccc2c1Br)Nn1cnnc1,17,-1
N/C(=N\OC(=O)c1ccco1)c1cccc(Br)c1,10,10

# Later entries.
SMILES,INS-1E GSIS act,RAD54 inh
O=S(=O)(Nc1ccc(N2CCCCC2)cc1)c1ccccc1,-18,6
Cc1ncoc1C(=O)Nc1ccccc1C(N)=O,14,-4
Cc1cc(C)cc(OCC(=O)OCC(=O)c2c(N)n(C)c(=O)n(C)c2=O)c1,-4,1
Cc1cc(C)cc(-n2c(O)c(C=NC3CCS(=O)(=O)C3)c3ccccc3c2=O)c1 (configuration not stated),6,10
O=C(Cn1cccc1)N1CCc2ccccc21,3,-6
COc1ccc(/C(N)=N/OC(=O)CSc2ccc(C)cc2)cc1,-4,-10
COc1ccc(CNC(=O)CN2CCC(C(=O)c3ccc(OC)cc3)CC2)cc1,6,-2
COc1ccc(C(=O)n2c(SC)nc3cc4c(cc32)OCCO4)cc1,14,8
O=C(CN(CCO)c1ccccc1)NC12CC3CC(CC(C3)C1)C2,4,-6
COc1cccc(N2CCN(Cc3cccnc3)CC2)c1,3,4
C=CCn1c(SCC(=O)Nc2cccc3ccccc23)nc(O)c(CC)c1=O,3,-4
CC(C)CCNC(=O)NC(=O)COC(=O)/C=C/c1cnc2ccccc2n1,39,-12

# One compound at a time, as listed above. Order of screens: INS-1E GSIS act	RAD54 inh
# Profile of `COc1cccc(N2CCN(Cc3cccnc3)CC2)c1` : 3	4
# Profile of `Cc1cc(C)cc(-n2c(O)c(C=NC3CCS(=O)(=O)C3)c3ccccc3c2=O)c1` (configuration not stated) : 6	10
